RPL19A-GFP yeast: modulators of TOR pathway RPL19A-GFP in S. cerevisiae; actives 0.3% (n = 330,000); percent response vs DMSO, % at 10 µM; S. cerevisiae RPL19A-GFP strain, flow cytometry, 3 h; active compounds read low;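 active = percent response vs DMSO below 50%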;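 also: median channel GFP fluorescence of the barcoded RPL19A-GFP strain; ratio of sample median GFP to plate DMSO average so 100% = DMSO; lower means less RPL19A-GFP as with rapamycin TOR inhibition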
CIT2-GFP yeast: modulators of TOR pathway CIT2-GFP in S. cerevisiae | S. cerevisiae CIT2-GFP strain, flow cytometry, 3 h; 100 means same as DMSO wells | GFP response vs DMSO, % at 10 µM | actives 0.065% (n = 320,000) | AID 2029;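 active = GFP response relative to DMSO above a set limit, near the screen mean plus 3 SD, cut at about 150% in these data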;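 also: ratio of well median GFP fluorescence to mean of DMSO wells on the plate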
MEP2-GFP yeast: yeast TOR pathway MEP2-GFP modulation | GFP response vs DMSO, % at 10 µM | S. cerevisiae MEP2-GFP strain, flow cytometry GFP, 3 h; 100% = DMSO control level | AID 2016 | actives 0.51% (n = 330,000);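 active = GFP response versus DMSO above a set limit, roughly screen mean plus 3 SD, cut at about 180% in these data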;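 also: median GFP fluorescence of the barcode-gated MEP2-GFP cells per well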
VLA-4 inh: inhibition in a human VLA-4 binding assay. VLA-4 expressing cells, ligand binding flow cytometry. inhibition, % (about 7 µM as worked out from the volumes in the protocol). actives 0.2% (n = 330,000); in the data active = inhibition above about 50%
AGP1-GFP MLPCN: modulators of TOR pathway AGP1-GFP in S. cerevisiae. S. cerevisiae AGP1-GFP multiplex flow cytometry, 3 h; GFP as percent of DMSO wells. GFP response vs DMSO, % at 10 µM. actives 0.02% (n = 320,000). AID 2066;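 active = GFP response relative to DMSO above a set limit, near screen average plus 3 SD, cut at about 150% in these data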;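 also: median GFP channel fluorescence of the gated AGP1 strain per well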
GASC-1 inh: human JMJD2C demethylase inhibition. inhibition, % at 2.35 µM. GST-JMJD2C(1-420) H3K9me3 demethylation, DELFIA europium. Q9H3R0. actives 0.069% (n = 330,000);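 active = more than half of a compound's replicate wells show inhibition beyond 50%, single wells judged on their own value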;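 also: signal counts dimethyl H3K9 product captured on neutravidin plate; 0% = median of DMSO wells and 100% = 0.3 times that DMSO median; strong numbers were not always called active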
Target sequence (Q9H3R0 1-420 limits assumed): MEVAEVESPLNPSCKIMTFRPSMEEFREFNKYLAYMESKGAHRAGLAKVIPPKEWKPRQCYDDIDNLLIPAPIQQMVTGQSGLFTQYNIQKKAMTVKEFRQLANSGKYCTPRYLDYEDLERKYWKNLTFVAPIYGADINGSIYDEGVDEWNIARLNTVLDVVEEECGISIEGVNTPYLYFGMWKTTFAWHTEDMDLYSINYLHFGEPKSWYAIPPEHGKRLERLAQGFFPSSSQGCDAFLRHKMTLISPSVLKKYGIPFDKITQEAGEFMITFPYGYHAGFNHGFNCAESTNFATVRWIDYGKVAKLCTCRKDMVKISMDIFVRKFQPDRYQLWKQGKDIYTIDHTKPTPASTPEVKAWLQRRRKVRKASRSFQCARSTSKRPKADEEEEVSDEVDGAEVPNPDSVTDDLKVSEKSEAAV
LAP4 TOR yeast: yeast TOR pathway LAP4-GFP modulation; GFP response vs DMSO, % at 10 µM; S. cerevisiae LAP4-GFP multiplex, flow cytometry GFP, 3 h; median GFP as percent of DMSO wells; actives 0.34% (n = 320,000);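 active = GFP response vs DMSO above a set limit, about the screen mean plus 3 SD, cut at about 150% in these data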
GRK2 aptamer HTS: inhibitors of human GRK2 displacing RNA aptamer; P25098; bead flow cytometry, FAM-aptamer displacement from GRK2; inhibition of aptamer binding, % at 10 µM; actives 0.59% (n = 330,000);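 active = inhibition of aptamer binding above 40%, roughly 3 SD of noise, on plates passing a quality check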;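 also: median bead fluorescence of bound FAM aptamer so fluorescent compounds give negative values; no value below 0 was filed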
Target sequence (P25098 whole entry, looked up): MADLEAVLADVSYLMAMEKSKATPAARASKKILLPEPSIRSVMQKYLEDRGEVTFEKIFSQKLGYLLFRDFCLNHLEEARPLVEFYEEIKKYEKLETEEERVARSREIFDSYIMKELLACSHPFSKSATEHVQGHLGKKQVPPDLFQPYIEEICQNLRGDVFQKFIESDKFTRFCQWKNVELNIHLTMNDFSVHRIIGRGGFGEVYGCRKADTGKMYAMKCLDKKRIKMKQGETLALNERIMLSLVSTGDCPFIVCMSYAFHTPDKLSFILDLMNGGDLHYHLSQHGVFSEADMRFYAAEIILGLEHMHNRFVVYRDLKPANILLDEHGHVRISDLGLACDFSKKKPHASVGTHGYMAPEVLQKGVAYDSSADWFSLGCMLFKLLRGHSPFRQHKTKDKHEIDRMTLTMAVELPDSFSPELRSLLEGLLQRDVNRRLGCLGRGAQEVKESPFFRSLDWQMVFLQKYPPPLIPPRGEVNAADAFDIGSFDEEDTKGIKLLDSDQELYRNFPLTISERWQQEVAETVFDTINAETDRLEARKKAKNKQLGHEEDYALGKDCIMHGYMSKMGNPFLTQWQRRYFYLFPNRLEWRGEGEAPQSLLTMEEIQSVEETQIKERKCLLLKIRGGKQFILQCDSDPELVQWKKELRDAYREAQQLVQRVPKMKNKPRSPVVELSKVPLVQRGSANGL
Active calls of the source: *; . = no result given; & = joins results of further samples.

SMILES	RPL19A-GFP yeast	CIT2-GFP yeast	MEP2-GFP yeast	VLA-4 inh	AGP1-GFP MLPCN	GASC-1 inh	LAP4 TOR yeast	GRK2 aptamer HTS
COc1ccccc1C1CC(c2ccc(Cl)cc2)Nc2ncnn21 (stereo unspecified)	92.9	109.7	86.1	-13.5	96.0	0.1	87.0	0.0
O=C(NCc1ccccc1)c1cccc(COc2ccccc2Cl)c1	101.6	80.8	103.2	12.6	92.9	-0.9	117.3	1.0
NC(=O)[C@@H]1CCNc2c(I)cc([N+](=O)[O-])cc2C(=O)N[C@@H](CCC(=O)O)C(=O)N[C@@H](CO)C(=O)N1	107.9	106.7	101.7	26.7	96.3	7.2	125.7	3.0
COc1ccc(OC)c(N(CC(=O)NCCSC2CCCCC2)S(=O)(=O)c2ccccc2)c1	90.0	95.5	99.1	3.2	108.2	-6.2	105.7	0.0
O=S(=O)(Cc1ccccc1)N1CCCc2ccccc21	103.7	92.3	100.3	4.7	92.7	-5.6	100.8	4.0
Cc1nn(-c2ccccc2)c2nc(N)c(C#N)c(-c3ccc(O)c(O)c3)c12	106.1	102.1	116.7	-4.8	95.4	15.4	104.1	23.0
CC(NC(=O)c1ccc(OC2CCN(S(=O)(=O)N(C)C)CC2)cc1)C1CC1 (stereo unspecified)	98.8	99.1	89.9	1.7	99.8	-2.5	97.5	2.0
O=C(CSc1nnnn1Cc1ccccc1)c1ccccc1	92.4	88.9	94.9	10.3	95.5	0.8	95.3	0.0
CC(C)(CNc1ccc([N+](=O)[O-])cc1Cl)CNS(C)(=O)=O	98.8	101.1	108.5	-6.8	108.2	1.9	94.5	0.0
Cc1ccc(-c2nc(N3CCN(C)CC3)c3ccccc3n2)cc1	103.8	94.7	104.1	-0.7	99.2	1.5	98.1	0.0
Cc1nnc(NC(=O)Cn2cnc3c2c(=O)n(C)c(=O)n3C)s1	96.4	94.0	97.1	-2.8	96.6	-10.9	91.7	1.0
Nc1nc(C(=O)N2CCOCC2)nn1S(=O)(=O)c1ccc(Cl)cc1	91.8	84.2	95.7	5.9	95.8	0.0&-4.4	.	0.0
COc1ccc(NC(=O)Nc2cccc3c2O[C@H](CN(C)S(=O)(=O)c2c(C)noc2C)[C@@H](C)CN([C@H](C)CO)C3=O)cc1	91.9	89.1	96.0	-30.5	87.8	13.5	84.9	3.0
C=CCNC(=S)NC(CC(=O)OC)c1ccc2c(c1)OCO2 (stereo unspecified)	110.6	111.6	101.0	12.9	108.8	2.6	96.3	3.0
CC(=O)COC(=O)CCc1nc2ccccc2[nH]c1=O	95.9	96.1	102.2	11.4	101.8	-69.1	95.5	1.0
O=C(COC(=O)c1ccc(O)cc1O)Nc1ccc2ccccc2c1	97.7	88.6	98.4	21.1	98.8	-2.8	109.7	0.0
Cc1ccc(S(=O)(=O)Nc2nc3ccc(N)cc3s2)cc1	100.3	102.3	102.9	0.7	98.2	5.7	97.2	0.0
CCC(C)c1ccccc1N1CC(C(=O)NCCC2=CCCCC2)CC1=O (stereo unspecified)	96.8	99.1	95.5	1.9	94.7	1.0	107.3	2.0
CCc1ccc(-c2cc(C(=O)NN3CCOCC3)c3ccccc3n2)cc1	101.2	101.9	101.7	-8.9	98.4	11.0	99.2	1.0
COCCNC(=O)c1cn(C)c2ccc(S(=O)(=O)N3CCCC3)cc2c1=O	98.3	100.4	105.2	9.9	97.3	5.9	91.5	0.0
COc1ccc(Cn2c(C)nnc2-c2cnn(C)c2N)cc1OC	97.7	119.8	100.7	9.8	113.6	-0.9	101.8	1.0
CCCC(=O)Nc1ccc(S(=O)(=O)Nc2cc(C)nc(C)n2)cc1	94.2	101.4	115.9	12.3	97.1	37.3	97.9	0.0
CCOc1ccc(OCC(=O)Nc2ccc(OC)cc2[N+](=O)[O-])cc1	101.7	100.0	100.2	3.7	98.9	-11.5	97.8	0.0
O=C(c1ccc(NS(=O)(=O)c2ccc3c(c2)OCCO3)cc1)N1CCCCC1	99.2	106.1	99.1	-2.4	106.9	-0.2	110.4	1.0
NS(=O)(=O)c1ccc(CCNC(=O)CC(c2ccccc2)c2ccccc2)cc1	104.5	102.4	105.7	2.2	100.9	31.9	104.4	0.0
Cc1cccc(NC(=O)C(CCC(N)=O)NC(=O)OCc2ccccc2)c1 (stereo unspecified)	103.3	100.4	105.2	7.5	98.6	-5.4	91.7	7.0
Cc1ccc(S(=O)(=O)Nc2ccccc2N2CCCCC2)cc1	94.3	91.5	93.0	-4.6	103.0	-8.7	109.8	1.0
COc1ccc(/C=C2\SC(=O)N(CCNC(=O)C3CC4C=CC3C4)C2=O)cc1 (stereo unspecified)	100.0	97.8	103.9	1.0	103.5	4.4	111.5	1.0
COc1cccc(CNc2ccccc2O)c1OCc1ccccc1F	87.2	.	97.8	-0.6	80.0	25.3	85.8	4.0
COC(=O)CCCCC1SCC2NC(=O)NC21 (stereo unspecified)	94.5	70.0	89.2	5.5	75.3	-23.0	91.9	2.0
COc1cc2c(cc1OC)C(c1cccs1)CC(=O)N2 (stereo unspecified)	99.0	98.2	99.0	5.2	97.3	5.8	90.0	3.0
CC(=O)NC1CCN(CC(=O)Nc2nccs2)CC1	103.6	96.2	108.2	-1.6	98.6	8.2	97.8	0.0
CCOc1ccc(C2CC(c3cccc(OC)c3)n3nc(N)nc3N2)cc1 (stereo unspecified)	96.7	93.1	103.3	-17.9	99.0	9.6	97.4	3.0
CCn1c(C)nc2cc(C(=O)NNC(=S)Nc3ccc(Cl)cc3Cl)ccc21	104.6	97.6	103.1	6.0	93.7	9.4	99.1	0.0
O=C1CN(C(=O)c2ccccc2C(=O)O)c2ccccc2N1	103.1	106.9	103.5	-63.4	111.4	-3.5	89.0	1.0
CCCNC(=O)Nc1ccc2c(c1)nc(C)n2C	103.0	104.5	106.4	2.5	106.7	-3.0	97.9	2.0

6 of the compounds above, bar-delimited.
Molecule | RPL19A-GFP yeast | CIT2-GFP yeast | MEP2-GFP yeast | VLA-4 inh | AGP1-GFP MLPCN | GASC-1 inh | LAP4 TOR yeast | GRK2 aptamer HTS
CCCC(=O)Nc1ccc(S(=O)(=O)Nc2cc(C)nc(C)n2)cc1 | 94.2 | 101.4 | 115.9 | 12.3 | 97.1 | 37.3 | 97.9 | 0.0
CCOc1ccc(OCC(=O)Nc2ccc(OC)cc2[N+](=O)[O-])cc1 | 101.7 | 100.0 | 100.2 | 3.7 | 98.9 | -11.5 | 97.8 | 0.0
O=C(c1ccc(NS(=O)(=O)c2ccc3c(c2)OCCO3)cc1)N1CCCCC1 | 99.2 | 106.1 | 99.1 | -2.4 | 106.9 | -0.2 | 110.4 | 1.0
NS(=O)(=O)c1ccc(CCNC(=O)CC(c2ccccc2)c2ccccc2)cc1 | 104.5 | 102.4 | 105.7 | 2.2 | 100.9 | 31.9 | 104.4 | 0.0
Cc1cccc(NC(=O)C(CCC(N)=O)NC(=O)OCc2ccccc2)c1 (stereo unspecified) | 103.3 | 100.4 | 105.2 | 7.5 | 98.6 | -5.4 | 91.7 | 7.0
Cc1ccc(S(=O)(=O)Nc2ccccc2N2CCCCC2)cc1 | 94.3 | 91.5 | 93.0 | -4.6 | 103.0 | -8.7 | 109.8 | 1.0

Next compounds:
SMILES	RPL19A-GFP yeast	CIT2-GFP yeast	MEP2-GFP yeast	VLA-4 inh	AGP1-GFP MLPCN	GASC-1 inh	LAP4 TOR yeast	GRK2 aptamer HTS
COc1ccc(NC(=O)/C=C/c2cc(OC)c(OC)c(OC)c2)cn1	98.2	95.9	101.5	9.1	96.9	-8.1	103.1	0.0
Oc1ccc(Br)cc1-c1cc(-c2ccccc2)n[nH]1	92.8	86.0	80.4	1.8	.	-14.9	99.8	0.0
CC(C)CC1NC(=O)N(CC(=O)Nc2cccc(Br)c2)C1=O (stereo unspecified)	100.6	99.5	103.8	13.5	108.8	14.8	105.2	0.0
Cc1ccc(-c2csc(NC(=O)CCNC(=O)c3ccco3)n2)cc1	117.5	109.3	105.4	5.1	106.3	8.5	109.8	0.0
COCCN1C(=O)N[C@@H](c2ccccc2)C(C(C)=O)=C1C	96.9	90.3	88.0	47.0	87.8	.	123.4	0.0
O=C(Cn1cc(C(F)(F)F)cc(Cl)c1=O)Nc1cc(Cl)cc(Cl)c1	107.9	109.4	107.5	32.8	114.2	5.7	104.5	1.0
O=C(CN(Cc1ccc(F)cc1)C(=O)CCC(=O)Nc1nccs1)NCc1ccc(F)cc1	103.6	108.5	105.9	3.2	99.5	10.3	91.2	0.0
CCC(=O)c1ccccc1OCC(=O)Nc1c(C)cccc1C	100.5	99.2	97.7	15.9	93.6	-3.7	91.8	0.0
Cc1ccccc1NC1=NC2(CCCC2)N=C(N)N1	95.5	101.8	96.4	-10.0	99.1	-0.3	92.9	10.0
COc1ccc(NC(=O)CN2C(=O)c3ccccc3Sc3ccc(C(=O)N4CCOCC4)cc32)c(OC)c1	99.2	92.9	95.7	6.3	103.7	-2.5	102.8	0.0
COC(=O)c1c(NC(=O)CC2Sc3ccc(C(F)(F)F)cc3NC2=O)sc(C)c1C (stereo unspecified)	104.3	90.8	100.3	10.8	91.6	2.5	82.3	0.0
O=C(CSc1nc(-c2ccco2)cc(C(F)(F)F)n1)Nc1ccc2c(c1)OCO2	101.0	105.8	102.5	3.3	101.9	-16.4&-6.4	103.6	3.0
Cc1ccc(N2N=C(C(=O)O)CCC2=O)cc1Cl	104.2	111.0	111.5	18.1	103.3	0.5	95.5	1.0
O=C(NCCO)c1c(O)c2cccc3c2n(c1=O)CC3	89.0	100.5	91.6	19.1	93.3	2.0	85.9	3.0
Cc1cc(C)cc(NC(=S)NCC2CCCO2)c1 (stereo unspecified)	102.4	110.3	105.0	-1.3	102.9	-17.0	102.7	1.0
CC1(NC(=S)Nc2ccccc2)CCS(=O)(=O)C1 (stereo unspecified)	102.1	99.4	103.5	13.1	106.1	4.1	115.0	0.0
Cc1cc(Br)ccc1NC(=O)CCN1C(=O)c2ccncc2C1=O	107.8	103.9	108.1	-1.2	108.9	8.9	107.5	2.0
COc1ccc(CCN(C)CCCN2CC(c3ccccc3)CC2=O)cc1OC (stereo unspecified)	99.7	105.4	100.4	-7.7	98.7	-8.1	94.7	1.0
Cc1cccc(N2CCN(C3=NC(=O)C(Cc4ccccc4)S3)CC2)c1 (stereo unspecified)	101.8	92.2	104.7	-0.8	87.1	17.5	95.6	0.0
CCCCCNCc1ccc(OCc2ccc(Cl)nc2)c(OC)c1	106.1	116.1	115.4	-5.4	103.9	-6.6	98.2	0.0
CCCC(=O)N(c1ccc(C(=O)O)cc1)c1nc(-c2ccccc2)c(C)s1	100.9	100.9	100.8	11.7	107.0	5.4	102.0	0.0
CCOC(=O)c1cc(NC(=O)N(CC)C2CCCCC2)c(C)nc1C	99.2	104.3	103.7	2.2	100.1	83.6	106.7	0.0
COC(=O)CSc1nnc(-c2ccncc2)o1	84.0	85.2	97.6	-10.9	89.8	-14.5	94.8	0.0
CC1CCC2(CC1)NC(=O)N(Cc1cccc(C(F)(F)F)c1)C2=O (stereo unspecified)	93.0	96.0	98.1	-4.6	94.2	140.0	96.9	3.0
O=C(COC(=O)c1cc(Cl)cc(Cl)c1)NCc1ccco1	103.2	98.0	103.5	3.6	102.7	-0.9	107.8	0.0
Clc1ccc(Cn2c(-c3cccnc3Cl)nc3ccccc32)cc1	94.9	95.6	100.0	3.4	91.6	12.3	102.0	1.0
N#Cc1c(-c2ccccc2)nc(SCc2cccc(Cl)c2)[nH]c1=O	103.0	101.7	91.4	3.1	98.8	1.2	92.9	5.0
CSc1nc(C)c(CCOC(=O)c2ccccc2)c(=O)[nH]1	93.1	95.0	94.5	22.5	98.6	6.8	85.7	1.0
CCN1CCCC1CNC(=O)c1cc(S(N)(=O)=O)ccc1OC (stereo unspecified)	103.0	101.3	91.3	2.1	97.0	-1.8	108.3	1.0
COc1ccc(NC(=O)N(C)C[C@H]2Oc3ccc(NC(=O)CCN4CCOCC4)cc3C(=O)N([C@@H](C)CO)C[C@H]2C)cc1	100.9	100.8	99.8	7.4	105.7	.	125.0	3.0
CCOc1ccc(-n2c(N)c(-c3nc4ccccc4n3C)c3nc4ccccc4nc32)cc1	93.8	93.5	93.6	-17.8	92.4	10.5	91.8	0.0

Screens deposited in PubChem BioAssay by several laboratories.
